M5 ag: agonists of human muscarinic M5 receptor (CHRM5); CHO-K1 hM5 cells, Fluo-8 calcium fluorescence; 0% DMSO wells, 100% maximal acetylcholine response; activation, % at 3 µM; 0.19% of 360,000 active; AID 624037;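 active means activation above the run's mean over test compounds plus 3 SD, cut at about 23% in these data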;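 further: signal is peak over basal fluorescence ratio across the kinetic read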
Target sequence (P08912 whole entry, looked up): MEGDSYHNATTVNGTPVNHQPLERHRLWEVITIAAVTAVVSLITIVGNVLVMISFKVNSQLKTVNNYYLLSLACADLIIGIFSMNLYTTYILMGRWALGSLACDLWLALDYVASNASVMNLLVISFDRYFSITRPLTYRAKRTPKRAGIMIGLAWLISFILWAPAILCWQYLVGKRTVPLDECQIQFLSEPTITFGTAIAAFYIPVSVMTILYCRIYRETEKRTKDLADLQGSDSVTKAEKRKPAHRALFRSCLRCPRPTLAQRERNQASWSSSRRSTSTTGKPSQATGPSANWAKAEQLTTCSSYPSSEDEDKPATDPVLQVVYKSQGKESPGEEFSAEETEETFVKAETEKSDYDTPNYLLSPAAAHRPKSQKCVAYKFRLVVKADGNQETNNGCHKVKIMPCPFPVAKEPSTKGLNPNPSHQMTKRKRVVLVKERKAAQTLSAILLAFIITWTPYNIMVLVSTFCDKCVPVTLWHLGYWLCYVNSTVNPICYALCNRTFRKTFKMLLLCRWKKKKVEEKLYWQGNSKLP
IDE cell inh: cellular human IDE inhibition. AID 434962. inhibition, % at 5.59 µM. 0.41% of 320,000 active. P14735. HEK cells, FAbetaB cleavage, fluorescence polarization;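 active means percent inhibition above the average of all tested compounds plus 3 SD, set per screening campaign, cut at about 16% in these data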;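 further: IDE supplied by intact live HEK cells; FP after avidin binding of uncleaved biotin substrate so inhibition keeps polarization high; 0% = DMSO wells and 100% = 60 µM reference IDE inhibitor Ii1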
CHRM5 PAM: potentiates acetylcholine response at human M5 receptor | P08912 | CHO-K1 hM5, Fluo-8 calcium, ACh EC20 PAM; 0% = ACh EC20, 100% = ACh EC100 | activation, % at 3 µM | 0.3% of 360,000 active;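 active means activation above the run cutoff, the mean activation of all test compounds plus 3 SD, cut at about 18% in these data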
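Assay system: CHO-K1 hM5 cells. Also added: acetylcholine at EC20 concentration, added after compound. Dosing: 3 µM, single dose. Times: compound preincubation 140 s before EC20 acetylcholine addition. Signal: Fluo-8 calcium fluorescence. Measure: % activation relative to EC20 and EC100 ACh responses. Repeats: singlicate, one well per test compound.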
M5 antag: blocks acetylcholine activation of human M5 receptor. inhibition, % at 3 µM. 0.59% of 360,000 active. P08912. CHO-hM5 cells, Fluo-8 calcium fluorescence, ACh EC80;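 active means inhibition above a per-plate cutoff, the mean of that plate's test compounds plus 3 SD, cut at about 27% in these data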;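 further: 0% = acetylcholine EC80 with DMSO and 100% = DMSO without agonist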
CRFR2-BP ag: agonists of human CRF-binding protein/CRF-R2 receptor complex. HEK293 CRF-R2/CRF-BP, calcium dye fluorescence (FLIPR); percent of saturating CRF peptide response. 0.46% of 350,000 active. activation, % at 13.2 µM. AID 588473;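 active means activation of at least 50%, plus an integration ratio under a set limit after plate pattern correction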;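 further: plate controls were neutral control wells without compound for no effect and CRF at EC100 for full effect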
M4 ag: CHRM4 agonism in calcium assay | activation, % at 3 µM | 0.14% of 360,000 active | AID 624127 | CHO-K1 hM4/Gqi5, Fluo-8 calcium fluorescence; vehicle 0%, full acetylcholine response 100% | P08173;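 active means activation above the run mean over all test wells plus 3 SD, cut at about 32% in these data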;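 further: peak over basal fluorescence ratio per well then scaled between controls; 0% = DMSO wells and 100% = acetylcholine at EC100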
Target sequence (P08173 whole entry, looked up): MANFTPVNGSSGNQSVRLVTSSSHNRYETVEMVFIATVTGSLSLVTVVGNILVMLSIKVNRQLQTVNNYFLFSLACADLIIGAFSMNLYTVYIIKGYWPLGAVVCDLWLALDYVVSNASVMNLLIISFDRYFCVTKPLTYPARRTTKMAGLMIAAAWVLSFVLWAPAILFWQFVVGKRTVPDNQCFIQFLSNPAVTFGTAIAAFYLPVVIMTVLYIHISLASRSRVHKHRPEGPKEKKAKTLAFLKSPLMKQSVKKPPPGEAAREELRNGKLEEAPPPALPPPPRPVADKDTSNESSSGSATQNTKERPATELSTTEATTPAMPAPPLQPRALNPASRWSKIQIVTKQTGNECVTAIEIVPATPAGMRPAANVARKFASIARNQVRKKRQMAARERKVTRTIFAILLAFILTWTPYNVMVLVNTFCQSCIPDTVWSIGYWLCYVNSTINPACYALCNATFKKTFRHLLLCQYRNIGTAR
M4 PAM: potentiates acetylcholine response at human M4 receptor; 0.4% of 360,000 active; activation, % at 3 µM; CHO-K1 hM4/Gqi5, Fluo-8 calcium fluorescence, ACh EC20; 0% = ACh EC20, 100% = maximal ACh; AID 624126; P08173;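 active means activation above its plate's cutoff, the mean activation of sample wells plus 3 SD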; further: some results filed as inactive read as strong as hits
CRFR2-BP antag: antagonists of CRF-binding protein/CRF-R2 receptor complex | inhibition, % at 11.8 µM | HEK293 CRF-R2/CRF-BP, CRF-induced calcium fluorescence | 0.59% of 350,000 active;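 active means inhibition of the ligand-induced calcium signal above about 50% at the single tested concentration, limit read from the data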
M4 antag: blocks acetylcholine activation of human M4 receptor | P08173 | CHO-hM4 cells, ACh EC80, Fluo-8 calcium fluorescence | inhibition, % at 3 µM | 0.73% of 360,000 active | AID 624125;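 active means inhibition above its plate's cutoff, the mean inhibition of sample wells plus 3 SD, cut at about 27% in these data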;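 further: 0% = acetylcholine EC80 with DMSO and 100% = DMSO without agonist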
An asterisk follows results filed as active; . = not tested or not shown. No enrichment for hits. About 2.9% of those tested had a hit in this group.

Structure | M5 ag | IDE cell inh | CHRM5 PAM | M5 antag | CRFR2-BP ag | M4 ag | M4 PAM | CRFR2-BP antag | M4 antag
CCOC(=O)COc1ccc2c(=O)c(-c3ccccc3)coc2c1 | 2 | -6 | -8 | 13 | -0.6 | 5 | -19 | 6 | 12
Cc1cc(NC(=O)CSc2nnc(CNC(=O)c3ccccc3)o2)no1 | -2 | 4 | -1 | 7 | 0.7 | 0 | 11 | -2 | -8
CCC1CSC(Nc2ccc(C(=O)/C=C/c3ccc(Oc4ccccc4)cc3)cc2)=N1 (stereo not given) | -1 | -1 | -7 | 7 | -0.5 | 0 | -7 | 38 | 4
COc1ccc(C2=NOC(C(=O)NC(C)(C)C)C2)cc1 (stereo not given) | -1 | -6 | -4 | -2 | 0.9 | 2 | 6 | -9 | -15
O=C1Nc2ccccc2S/C1=C/c1cccs1 | 4 | 8 | 12 | -9 | -0.7 | -1 | -3 | -24 | 1
Cc1cccc(CCN2CCN=C2N(C)C)c1 | -11 | -5 | 7 | 5 | 9.1 | 0 | 3 | -10 | 2
NS(=O)(=O)c1ccc(CCNC(=O)c2ccc(Cl)cc2[N+](=O)[O-])cc1 | 0 | 3 | 4 | -14 | 2.1 | 1 | -1 | -6 | 4
Cc1ccc(Cn2c(SCc3cccnc3)nc3c2c(=O)n(C)c(=O)n3C)cc1 | -2 | 2 | -4 | 0 | 0.7 | 1 | -1 | -10 | -1
CC[C@@]1(C(=O)OC)N[C@H](CN(C)C(=O)Nc2ccc(C)cc2)[C@@H]2C(=O)N(C)C(=O)[C@@H]21 | 2 | 4 | -4 | 7 | -3.6 | 1 | 2 | 24 | -8
CCOC(=O)C1(C)CCN1C(=O)c1cc2ccccc2s1 (stereo not given) | -1 | . | 4 | -6 | . | 1 | -2 | . | 3
COc1cc(C2C(C#N)=C(C)NC3=C2C(=O)CC(C)(C)C3)cc(OC)c1O (stereo not given) | 4 | 6 | 0 | 4 | -0.6 | 0 | -4 | 10 | 10
CCOC(=O)CN(C(=O)CSc1nnc(-c2ccc(OC)c(OC)c2)o1)c1ccccc1 | -2 | 1 | -5 | 5 | 0.0 | 1 | 4 | 12 | 5
CCOc1cc(CNCCc2ccc(S(N)(=O)=O)cc2)ccc1OCC(=O)NC1CCCCC1 | -6 | -4 | -2 | 0 | -0.6 | 2 | 2 | -14 | -9
CCCCCCSC1=C(C#N)C(c2ccccc2)CC(=O)N1 (stereo not given) | -2 | -6 | 2 | -3 | -1.1 | 0 | 2 | -12 | -2
CCC(Oc1ccc(Br)cc1Cl)C(=O)Nc1nnc(C2CC2)s1 (stereo not given) | 5 | 1 | 1 | 2 | 3.2 | 1 | 3 | -66 | 6
NC(=O)C1CCN(C(=O)C2CCC(=O)N(CC3CCCCC3)C2)CC1 (stereo not given) | -2 | 2 | -4 | 7 | -0.4 | 1 | -3 | -1 | 5
Cc1nnc(N2C(=O)C(=O)/C(=C(/O)c3ccc4c(c3)CC(C)O4)C2c2ccccc2F)s1 (stereo not given) | 1 | -2 | 14 | -12 | 1.6 | -1 | 7 | 1 | 5
COc1ccc(CCNC(=O)CC(=O)N/N=C/c2ccc(Br)cc2)cc1OC | 2 | -4 | 2 | -3 | -0.8 | 5 | -2 | 0 | -10
CCN(CC)c1ccc(/C=N/n2nnnc2N)c(O)c1 | -1 | -4 | -4 | 6 | -3.0 | 0 | -4 | 4 | 11
COc1ccccc1N1CCN(S(=O)(=O)CCNC(=O)c2ccccc2Br)CC1 | 0 | -1 | -10 | 14 | -2.2 | 9 | -8 | -5 | -25
Oc1ccc(N=Cc2cc(Br)c(N3CCOCC3)o2)cc1 | -2 | 2 | 1 | 6 | -1.6 | 0 | 3 | 1 | 2
COc1ccccc1CCC(=O)NCCCn1ccc2ccccc21 | -2 | 2 | 1 | 9 | 0.4 | 0 | -3 | 1 | 7
CSc1ccc(C2Nc3ccccc3-c3cc(C)nn32)cc1 (stereo not given) | -3 | 4 | -4 | -7 | 2.1 | 5 | -7 | 3 | -22
O=C(COC(=O)c1cc(F)c(F)cc1Cl)NC1CCCCCC1 | -2 | . | 4 | -1 | -0.2 | 0 | 2 | 20 | -5
CC1(C)O[C@@H]2[C@H](O1)[C@@H](COS(=O)(=O)O)O[C@H]2n1cc(Br)c(=O)[nH]c1=O | 5 | 5 | 9 | -8 | -1.1 | 3 | 25* | 2 | -2

Shown with values ahead of the structure: part of the list above
M5 ag	IDE cell inh	CHRM5 PAM	M5 antag	CRFR2-BP ag	M4 ag	M4 PAM	CRFR2-BP antag	M4 antag	Compound
-1	.	4	-6	.	1	-2	.	3	CCOC(=O)C1(C)CCN1C(=O)c1cc2ccccc2s1 (stereo not given)
-1	-6	-4	-2	0.9	2	6	-9	-15	COc1ccc(C2=NOC(C(=O)NC(C)(C)C)C2)cc1 (stereo not given)
2	4	-4	7	-3.6	1	2	24	-8	CC[C@@]1(C(=O)OC)N[C@H](CN(C)C(=O)Nc2ccc(C)cc2)[C@@H]2C(=O)N(C)C(=O)[C@@H]21

(list continues)
Structure | M5 ag | IDE cell inh | CHRM5 PAM | M5 antag | CRFR2-BP ag | M4 ag | M4 PAM | CRFR2-BP antag | M4 antag
O=C(NCCc1ccc(C(F)(F)F)cc1)C1CCC(=O)N(CCCN2CCCC2=O)C1 (stereo not given) | 2 | 3 | 1 | -9 | -0.7 | 1 | 4 | 4 | -4
COCCCN1C(=O)C(CC(=O)NCCc2ccccn2)CC(C(=O)N2CCCCCC2)=C1C (stereo not given) | 0 | . | -9 | 5 | . | 0 | -1 | . | 3
O=C(O)/C(=C\c1ccco1)NC(=O)c1cccc2ccccc12 | 0 | -2 | -4 | -4 | 3.5 | 1 | 4 | -28 | -7
Cc1ccc(S(=O)(=O)N(C)C)cc1NC(=O)COC(=O)CNC(=O)C12CC3CC(CC(C3)C1)C2 | 0 | 3 | -6 | 11 | -0.5 | 2 | -1 | 9 | -5
O=C(NC(=S)Nc1ccc(NC(=O)c2ccccc2)cc1)c1ccc(F)cc1 | 0 | -4 | 0 | -4 | 2.1 | 5 | 2 | -31 | -1
NNC(=O)c1cccc(COc2ccccc2Br)c1 | 1 | 7 | -8 | 1 | -0.4 | 1 | -4 | -4 | 1
O=C(NC(=S)N1CCN(c2ccccn2)CC1)c1ccccc1 | -1 | -3 | 6 | -6 | 0.6 | -1 | 0 | 1 | 5
CC(=O)c1ccc(Nc2cnn(C34CC5CC(CC(CC(=O)O)(C5)C3)C4)c(=O)c2Cl)cc1 | -2 | 1 | 5 | -5 | 0.0 | 0 | -3 | 1 | 6
Cc1ccc(S(=O)(=O)Nc2ccc(-n3c(C)nc4ccccc4c3=O)cc2)cc1 | 2 | -1 | -5 | 2 | -1.6 | 5 | -1 | -1 | -14
COc1ccc(C2c3sc(=O)[nH]c3SC3C4CCC(C4)C23)cc1 (stereo not given) | -1 | 6 | 1 | 4 | -2.2 | -1 | -2 | 8 | 8
CCn1c(SCC(=O)Nc2ccccc2N2CCCCC2)nc2c1c(=O)n(C)c(=O)n2C | 0 | 8 | -9 | 21 | -5.4 | 2 | -11 | 1 | 1
CC(/C=N/n1c(-c2n[nH]c3c2CCC3)n[nH]c1=S)=C\c1ccco1 | -4 | -1 | -6 | 5 | 0.4 | 0 | -3 | -3 | 6
COc1ccc(CNC(=O)CCc2c(C)nc3cc(-c4ccccc4OC)nn3c2C)cc1 | -2 | 9 | 1 | -1 | -2.1 | 1 | 1 | 7 | -8
O=C(NNS(=O)(=O)c1ccccc1)c1ccc(S(=O)(=O)N2CCCCC2)cc1 | -1 | 3 | 15 | -4 | -2.6 | 2 | 3 | -20 | 2
COc1ccc(S(=O)(=O)N(C)c2ccc(C(=O)NCc3ccco3)cc2)cc1 | -5 | 3 | -7 | 8 | -0.1 | 2 | -5 | -9 | -7
CCCc1cc(=O)oc2cc(OCC(=O)N3CCOCC3)c(Cl)cc12 | -1 | -4 | -1 | 3 | -1.0 | 1 | -2 | 4 | 1
N#Cc1c(NC(=O)c2nc3ncccn3n2)sc2c1CCCCC2 | -1 | -1 | 4 | -7 | -1.3 | 0 | 2 | 8 | -4
COc1ccccc1N1CCN(C2CC(=O)N(c3ccccc3)C2=O)CC1 (stereo not given) | 1 | 5 | 5 | -6 | 0.3 | 0 | 5 | 1 | 2
CCN1C[C@@H]2[C@@H]3C(=O)N(C)C(=O)[C@@H]3[C@](CC)(C1=O)N2C(=O)c1ccccc1 | 2 | . | 5 | 3 | -2.3 | 1 | 3 | 5 | 7
COc1ccccc1C1/C(=C(/O)c2ccccc2)C(=O)C(=O)N1CC(C)C (stereo not given) | 2 | -3 | 7 | 3 | -0.6 | 0 | 4 | 3 | 8
O=C(O)c1ccccc1C(c1ccccc1)c1ccccc1O (stereo not given) | -2 | . | -5 | 17 | -1.2 | 0 | 0 | 21 | -1
Cc1cccc(NS(=O)(=O)c2ccc(C)c(C(=O)NCc3cccnc3)c2)c1 | 4 | 3 | 8 | 1 | 0.8 | 2 | 1 | -33 | -6
Cc1ccc(/C=C(/NC(=O)c2ccccc2)C(=O)NCCc2c[nH]c3ccccc23)o1 | 0 | 3 | -11 | 4 | -2.9 | 9 | -3 | 7 | -11
COc1ccccc1OCCNC(=O)c1cc(=O)[nH]c2ccccc12 | 2 | 8 | 4 | 1 | -0.9 | 4 | -3 | 14 | -5
Cc1ccc2[nH]c3c(=S)nc[nH]c3c2c1 | -2 | 13 | -1 | 1 | 2.8 | 0 | 1 | -32 | 3

Following part.
Structure | M5 ag | IDE cell inh | CHRM5 PAM | M5 antag | CRFR2-BP ag | M4 ag | M4 PAM | CRFR2-BP antag | M4 antag
CC1(C(=O)NS(=O)(=O)c2cccc(C#N)c2)CCN1C(=O)c1ccccc1CCc1ccccc1 (stereo not given) | 0 | . | -1 | 1 | . | 0 | 1 | . | 3
CSc1ccc(S(=O)(=O)N2CCC(C(=O)NC3CC3)CC2)cc1 | -4 | -4 | -6 | -3 | 0.6 | 1 | 3 | 0 | -12
CC(=O)N1CCN=C1SCc1cccc(Cl)c1 | 0 | 4 | 6 | -7 | -0.8 | 2 | -7 | 9 | 7
COc1cc(NC(=O)c2cc3nc(C)cc(C)n3n2)c(OC)cc1Cl | -4 | 2 | 7 | -10 | -0.8 | 1 | 28* | -5 | 2
Cc1ccc([C@H]2C[C@H](n3cc(COC(=O)c4ccccc4)nn3)[C@@H](O)CN2Cc2cccs2)cc1 | 1 | . | 2 | -1 | 0.6 | 2 | 6 | -12 | -17
c1ccc(NCc2cccnc2)cc1 | 1 | -1 | 0 | 5 | -0.3 | 0 | -6 | 4 | 7
CC(C)CNC(=O)C1(C)CCCN1C(=O)c1cccnc1Oc1ccccc1 (stereo not given) | 1 | . | -1 | 15 | . | 0 | 1 | . | 3
Cc1ccccc1-c1nc(CS(=O)(=O)CC(=O)NCCN2CCOCC2)c(C)o1 | 0 | 1 | -3 | -2 | -2.1 | 1 | 0 | 8 | 4
COc1ccccc1C(=O)NNC(=O)c1ccccc1Br | 1 | 2 | -5 | 12 | -1.0 | 0 | 2 | 12 | 1
CC(C)C[C@@H]1CN(CCCC[C@H]2CNC(=O)C(=O)N2CCC2CCCCC2)C(=O)C(=O)N1Cc1ccccc1 | -4 | . | 0 | -1 | . | 0 | -2 | . | 5

Screening results (PubChem)
